# High-throughput results: PubChem, several laboratories
# OX1R antag: antagonists of human orexin 1 receptor (OX1R). Orexin/Hypocretin receptor type 1 (Homo sapiens), O43613. OX1R-expressing cells, FRET antagonist read-out. inhibition, % at 6.6 µM. 1.8% of 330,000 active; in the data active means inhibition mostly above about 38%, no sharp cut-off; inactive means mostly below about 40%;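 further: 0% = agonist challenge alone and 100% = reference antagonist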
# Target sequence (O43613 whole entry, looked up): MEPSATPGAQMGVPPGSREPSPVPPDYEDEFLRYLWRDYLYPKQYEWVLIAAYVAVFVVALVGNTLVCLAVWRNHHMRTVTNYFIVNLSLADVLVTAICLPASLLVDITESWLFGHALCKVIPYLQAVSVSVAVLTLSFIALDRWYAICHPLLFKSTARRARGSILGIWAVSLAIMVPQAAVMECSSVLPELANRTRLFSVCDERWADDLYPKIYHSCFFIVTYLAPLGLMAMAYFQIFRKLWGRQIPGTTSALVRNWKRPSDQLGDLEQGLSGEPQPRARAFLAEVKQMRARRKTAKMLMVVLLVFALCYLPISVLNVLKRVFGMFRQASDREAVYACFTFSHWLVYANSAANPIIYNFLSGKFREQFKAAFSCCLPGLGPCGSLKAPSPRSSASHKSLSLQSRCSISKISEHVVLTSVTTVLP
# STK33 inh: inhibitors of purified STK33 kinase, primary screen, biochemical, ADP-Glo luminescence, homogeneous, cell-free. inhibition, % at 10 µM. MBP phosphorylation. Serine/threonine-protein kinase 33 (Homo sapiens), Q9BYT3. 0.073% of 320,000 active;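 active means inhibition at or above 25%, using the most active replicate where run in duplicate; inactive means inhibition below 25%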
# Target sequence (Q9BYT3 whole entry, looked up): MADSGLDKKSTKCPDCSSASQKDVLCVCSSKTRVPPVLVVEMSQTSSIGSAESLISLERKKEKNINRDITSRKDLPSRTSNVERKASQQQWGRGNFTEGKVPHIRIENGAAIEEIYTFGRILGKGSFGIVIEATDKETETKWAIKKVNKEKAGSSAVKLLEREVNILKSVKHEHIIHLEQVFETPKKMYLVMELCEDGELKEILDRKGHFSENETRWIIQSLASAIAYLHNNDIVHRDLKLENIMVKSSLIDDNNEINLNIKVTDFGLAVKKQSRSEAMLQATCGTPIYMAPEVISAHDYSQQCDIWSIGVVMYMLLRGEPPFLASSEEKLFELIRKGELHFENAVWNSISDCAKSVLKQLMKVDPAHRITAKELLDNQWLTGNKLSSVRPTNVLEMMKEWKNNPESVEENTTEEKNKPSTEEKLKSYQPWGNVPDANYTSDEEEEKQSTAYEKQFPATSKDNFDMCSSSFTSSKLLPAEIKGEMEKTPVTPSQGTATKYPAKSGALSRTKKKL
# Numbers without * were called inactive; . = not tested or not shown; & = joins results of further samples. Compounds as they come; overall some 1.8% were active at least once.
SMILES,OX1R antag,STK33 inh
CCCNc1ccc(S(=O)(=O)N(CC)CC)cn1,6.3,-2.9
Cn1nc(C(=O)OCc2ccc(Br)cc2F)c2ccccc2c1=O,22.2,-0.9
Cc1nc(C)n(CC(=O)N2CCCC(C(=O)c3cccc4ccccc34)C2)n1 (stereo not drawn),24.5,-0.6
CCOc1ccc(C2c3[nH]c4ccccc4c3C[C@H]3C(=O)N(C4CCN(Cc5ccccc5)CC4)CC(=O)N23)cc1OC (stereo partly drawn),.,0.8
Cc1ccccc1C1CCCN(Cc2nc(C3CC3)no2)C1 (stereo not drawn),14.0,-0.5
COc1ccc(NC(=S)NC(C)Cc2cccs2)cc1 (stereo not drawn),14.7,0.4
CCCCCCNC(=O)c1ncn[nH]1,1.6,1.1
O=C1CC(N2CCN(Cc3ccc4c(c3)OCO4)CC2)C(=O)N1c1cccc(Cl)c1 (stereo not drawn),19.1,-1.5
O=C1N[C@@H](Cc2ccccc2)C(=O)N2[C@H]3Nc4ccccc4[C@@]3([C@]34C[C@H]5C(=O)N[C@@H](Cc6ccccc6)C(=O)N5[C@H]3Nc3ccccc34)C[C@@H]12,22.4,-1.9
NC(=O)c1ccc(NC(=O)COC(=O)c2ccc(Br)o2)cc1,8.2,-1.4

# Looked up by compound from above:
SMILES,OX1R antag,STK33 inh
Cc1ccccc1C1CCCN(Cc2nc(C3CC3)no2)C1 (stereo not drawn),14.0,-0.5
COc1ccc(NC(=S)NC(C)Cc2cccs2)cc1 (stereo not drawn),14.7,0.4
CCCNc1ccc(S(=O)(=O)N(CC)CC)cn1,6.3,-2.9
Cc1nc(C)n(CC(=O)N2CCCC(C(=O)c3cccc4ccccc34)C2)n1 (stereo not drawn),24.5,-0.6

# The list goes on.
SMILES,OX1R antag,STK33 inh
CC(C)OC(=O)c1cccc(NC(=O)c2ccccc2)c1,18.4,-0.4
C=CCn1c(O)c2ccc(C(=O)N=NC(=O)COc3ccc(OC)cc3)cc2c1O,31.2,-1.3
COc1cc2c(cc1OC)CN(C(=O)/C=C/c1ccccc1[N+](=O)[O-])CC2,36.2,-0.5
COc1ccccc1OCc1cc(C(=O)N(C)CCC2CCCCO2)no1 (stereo not drawn),2.6,0.7
COC(=O)c1cnn(-c2cc(Oc3ccccc3)ncn2)c1N,22.9,-1.5
CN1C(=O)CSC1=Nc1ccc(Br)cc1,6.0,-0.9
Cc1nc(SC2C=CS(=O)(=O)C2)n[nH]1 (stereo not drawn),8.5,-0.4
Cc1cccc(N2CCC(N3CCN(C4CCCCC4)C(CCO)C3)CC2)c1C (stereo not drawn),13.4,-0.9
COc1cccc(CNC(=O)C2CCCN(c3nc4ccccc4o3)C2)c1 (stereo not drawn),39.2,-1.2
O=C(OCCN1CCOCC1)c1cccnc1,9.9&2.6,1.0&-2.6
O=C(Nc1ccc(F)c(F)c1)c1ccc(F)c(S(=O)(=O)N2CCOCC2)c1,14.9,-0.2
CC(=NC1CCN(Cc2ccccc2)CC1)c1c(O)[nH]c(=O)[nH]c1=O,6.9,0.7
COc1ccc(CCN2C(=O)c3cccc4c(C(=O)N5CCCCC5)ccc(c34)C2=O)cc1OC,14.5,0.9
CN(CCOc1ccccc1)CC(=O)Nc1ccc(S(=O)(=O)N2CCCC2)cc1,4.6,-0.8
O=C(Nc1ccccc1Cl)C1CCCN(c2ncnc3c2nc2n3CCCCC2)C1 (stereo not drawn),18.8,-1.3
Cc1ccc2c(C)nc(SC(C(=O)c3ccccc3)c3ccccc3)nc2c1 (stereo not drawn),24.9,0.7
CSc1sccc1/C=N/O,8.5,-1.2
CCn1nccc1C(=O)Nc1ccc(Cl)c(Cl)c1,22.8,0.5
CC(=O)c1ccccc1NC(=O)c1ccc(N2CCCC2=O)cc1,46.1,-1.4
S=C(NCCc1ccccn1)Nc1ccc(Cl)c(Cl)c1,26.5,0.4
CCOC(=O)C1=C(C)NC(=S)NC1c1ccc(OCC(=O)N2CCCCC2)cc1 (stereo not drawn),17.8,2.3
Oc1ccc(C2=NNC(=NCc3ccc4c(c3)OCO4)SC2)c(O)c1,10.5,3.0
CCOc1cc(/C=C2\C(=N)N3N=C(S(=O)(=O)CC)SC3=NC2=O)ccc1OC(=O)c1ccco1,12.8,3.0
Cc1cc(NS(=O)(=O)c2ccc(NC(=O)N[C@H](C(=O)O)C(C)C)cc2)no1,12.0,-0.9
Cn1c2c(c(=O)n(C)c1=O)CN(Cc1ccc(F)cc1)CN2,-2.3,-3.1
O=C(CSc1nnc(CNC(=O)c2ccco2)o1)Nc1cccc(Cl)c1,15.0,-0.7
Cc1nn(CC(=O)NC2CCS(=O)(=O)C2)c(C)c1S(=O)(=O)N(C)C (stereo not drawn),5.3,-0.5
O=C(CN1CCN(c2cccc(C(F)(F)F)c2)CC1)N(C1CC1)C1CCS(=O)(=O)C1 (stereo not drawn),4.0,-1.4
CNC(=S)NNC(=O)c1ccccc1Cl,2.0,-1.4
COc1ccccc1CNC(=O)Cn1cc([N+](=O)[O-])ccc1=O,32.6,-2.6
CC(CCc1ccccc1)NC(=O)c1ccc(NC(=O)c2cccc(Br)c2)cc1 (stereo not drawn),12.9,0.3
O=C(CSC1=NS(=O)(=O)c2cc(F)ccc2N1)Nc1cccc(F)c1,20.0,0.9
CCc1sc(C(=O)Nc2ccsc2C(=O)OC)cc1Br,9.8,-0.1
Cc1cc(C(=O)Cn2cnc3cc([N+](=O)[O-])ccc3c2=O)c(C)n1CC1CCCO1 (stereo not drawn),53.2,0.6
CCOc1ccc(Nc2ccc3nonc3c2[N+](=O)[O-])cc1,44.6*,-0.8
CCCCCCCCN1[C@@H](CC(=O)O)c2cc(F)ccc2S1(=O)=O,19.6,-1.4
O=C(O)c1cccc(N2CCCCS2(=O)=O)c1,17.6,-1.0
O=C(COC(=O)c1cccnc1)c1ccc(Cl)cc1,11.9,-0.4
COc1ccccc1OCc1cc(C(=O)NCCN2CCCC(O)C2)no1 (stereo not drawn),1.0,-0.8
COc1cc(C(C[N+](=O)[O-])c2c(C)[nH]c3ccccc23)cc(OC)c1OC (stereo not drawn),2.2,-0.1
Cc1ccc(Nc2ncc3c(n2)CC(C)CC3=O)c(C)c1 (stereo not drawn),16.4,-1.8
O=[N+]([O-])c1cccc(C(=Nc2cccc(Cl)c2)NO)c1,6.8,-0.6
COc1ccc(C(=O)N[C@H](C(=O)Nc2nc3ccccc3[nH]2)C(C)C)cc1,6.1,-2.2
CCOC(=O)C1(Cc2ccccc2C(F)(F)F)CCN(C2CCC2)CC1,13.8,-2.6
O=C(O)/C=C/c1cnc2ccccc2n1,19.2,-2.9
CCOc1ccccc1-n1cnc(C#N)c1N,6.4,-2.0
COc1ccc(NC(=O)C2CC3CCC2C3)c(OC)c1 (stereo not drawn),0.8,-17.0
CC(NC(=O)CCCc1nnc2n(C)c(=O)c3sccc3n12)c1ccccc1 (stereo not drawn),9.2,-0.8
COC(=O)CCC(=O)Nc1c(C)n(C)n(-c2ccccc2)c1=O,1.5,-1.0
COc1cccc(C(=O)NC(=S)N2CCN(c3ccc(C(F)(F)F)cc3[N+](=O)[O-])CC2)c1,4.5,0.1

# Going on with the list.
SMILES,OX1R antag,STK33 inh
N#Cc1cnc(NN)nc1,15.1,2.0
CCN(CC)CCCNC(=O)c1ccc(OCC(=O)Nc2ccccc2C(F)(F)F)c(OC)c1,4.6,1.6
O=S(=O)(c1ccccc1)N1CCNCC1,3.7,-2.0
CC(=O)c1cccc(N/C=C\C(=O)c2ccc(C)cc2)c1,0.2,0.0
O=C(COc1ccccc1Cl)NCCCNC(=O)c1ccncc1,15.2,-0.2
CCNc1nc(Cl)nc(N(NC(C)=O)C(C)C)n1,3.3,0.1
CCC(=O)Nc1cccc(-c2csc(-c3ccccc3)n2)c1,58.2,-1.5
Clc1ccc2ncc(-c3nnnn3-c3ccccc3)c(-c3ccccc3)c2c1,26.7,-3.1
COc1cccc(OC)c1C(=O)NCCOc1cc(C)cc(C)c1,18.6,-0.9
CN1CCC(=O)N([C@H](CN=[N+]=[N-])Cc2ccccc2)CC1,12.6,-0.5
CCN1C(=O)[C@H]2[C@H]3CN=C(SCC(=O)c4ccccc4)N3[C@@](C)(C(=O)OC)[C@H]2C1=O,5.0,.
O=C(/C=C/c1ccc2c(c1)OCO2)c1ccc[nH]1,10.1,4.2
Nc1ccccc1Sc1nc2ccccc2[nH]1,31.9,0.3
O=C1Cc2ccccc2C(c2ccc(Br)cc2)N1 (stereo not drawn),-0.9,-0.6
Cc1cc(C)n2nc(SCc3ccccc3F)nc2n1,-6.6,-0.8
CCOCCCNC(=S)N1CCC(NC(=O)c2ccco2)CC1,14.0,0.0
Cc1c(NC(=S)Nc2ccccc2C(F)(F)F)cccc1[N+](=O)[O-],6.2,0.0
CCn1cc([N+](=O)[O-])c(C(=O)Nc2nc(-c3ccc(C)c(C)c3)c(C)s2)n1,16.4,-0.6
COc1ccc(OCC(=O)N2CCN(S(=O)(=O)c3ccc(Cl)cc3)CC2)cc1,-1.4,-2.0
CSc1nc(C)c2cc(C)oc2n1,16.1,-0.2
COc1cccc(CNC(=O)C2CCN(c3ncnc4c3nc3n4CCCCC3)CC2)c1,11.3,-1.9
CCOc1ccc(OCc2ccc(C(=O)NN)o2)cc1,11.0,-2.3
O=C(NCc1ccc(Cl)cc1)c1cnn2ccccc12,13.9,.
CC(C)CN(CC(C)C)C(=O)Nc1ccccc1F,5.6,0.8
CCOC(=O)c1ccc2ncc(C(=O)OCC)c(NCc3ccco3)c2c1,10.6,11.1
CNC(=O)COC(=O)c1c2c(nc3ccccc13)CCC2,21.9,-1.0
CCOC(=O)c1ccc(NC(=O)CC2COc3ccccc3O2)cc1 (stereo not drawn),25.6,-0.8
COc1ccc2cc(CN(Cc3ccco3)C(c3nnnn3C3CCCCC3)C(C)C)c(=O)[nH]c2c1 (stereo not drawn),9.8,1.4
Cc1cccc(NC(=O)c2cc(S(=O)(=O)N3CCc4ccccc43)cn2C)c1,5.3,-1.5
O=C(NCc1cccnc1)C(=O)Nc1ccc2c(c1)OCO2,11.5,-2.9
O=C(Nc1nnc(-c2ccco2)o1)c1ccc(N2C(=O)CCC2=O)cc1,24.2,-1.4
CCN(CC)c1ccc(/C=N/N2CCN(Cc3ccc(C)cc3)CC2)c(O)c1,6.5,2.1
COc1ccccc1Cn1c(=O)c2ccccc2n2c(Sc3ncnc4sccc34)nnc12,24.0,-2.3
COC(OC)c1ccnc(-c2ccc(OC(=O)c3ccc(F)cc3)cc2)n1,4.2,-1.7
CC(=O)Nc1cccc(NS(=O)(=O)c2cccc3nsnc23)c1,52.5,-1.1
O=C(N/N=C/c1cccc(O)c1)c1cc(C2CC2)nc2ccccc12,18.6,0.1
CCOC(=O)N1CCC(c2cc(=O)n3[nH]c(C)c(-c4ccc(F)cc4)c3n2)CC1,1.2,-1.0
NC(=O)C1CCN(C(=O)CSc2ncccn2)CC1,21.4,-1.1
CC1CCCCN1C(=O)C(=O)c1cn(CC(=O)N2CCCCCC2)c2ccccc12 (stereo not drawn),14.3,-0.8
C=CCNc1nnc(SC2CC(=O)N(c3ccc(OCCC)cc3)C2=O)s1 (stereo not drawn),30.3,0.3
O=C(CN1CCN(c2ccc(Cl)cc2)CC1)c1ccccc1,12.4,-1.8
Cc1csc2ncnc(NCCc3ccccn3)c12,26.0,2.2
CCOC(=O)C1=C(C)Nc2ccc(C)cc2S1,4.6,-4.0
COCCCNc1nc(-c2ccc(Cl)cc2)nc2ccccc12,19.5,-1.2
CCOC(=O)C1Nc2ccc(C(F)(F)F)cc2C2c3ccccc3CC12 (stereo not drawn),12.2,-1.0
c1ccc(-c2cnc(SCCN3CCOCC3)n2CC2CCCO2)cc1 (stereo not drawn),39.7,2.5
CCC(=O)Nc1nc(CC(=O)Nc2ccccc2)cs1,7.5,-2.6
CCN(CC)CCCn1c2c(c(SCC(=O)Nc3ccc(OC(F)(F)F)cc3)nc1=O)CCC2,16.8,-1.2
Cc1cc(C)c(NC(=O)CSc2nc3ncc(Cl)cc3[nH]2)c(C)c1,0.1,-2.0
CC1CCC(NS(=O)(=O)c2ccc3c(c2)CC(=O)N3)CC1 (stereo not drawn),12.0,-0.2

# Whole records, looked up by structure:
# `O=C(CN1CCN(c2ccc(Cl)cc2)CC1)c1ccccc1` in the list: OX1R antag = 12.4; STK33 inh = -1.8
# `CCN(CC)CCCn1c2c(c(SCC(=O)Nc3ccc(OC(F)(F)F)cc3)nc1=O)CCC2` in the list: OX1R antag = 16.8; STK33 inh = -1.2

# The results go on:
SMILES,OX1R antag,STK33 inh
CCCCC1=CC2=CC(=O)C(C)(OC(=O)c3cnc4ccccc4n3)C(=O)C2=CO1 (stereo not drawn),11.5,1.1
Cc1cccc(NC(=O)c2ccc(C3SCC(=O)N3CCc3ccccc3)cc2)c1 (stereo not drawn),27.2,-3.6
CC1Cc2ccccc2N1S(=O)(=O)c1cnc[nH]1 (stereo not drawn),12.8,-0.1
O=C(O)c1cccc(-c2ccc(/C=N/NC(=O)C3COc4ccccc4O3)o2)c1 (stereo not drawn),24.8,0.3
O=C(NCCCN1CCCCCC1)c1ccc2c(Cl)c3c(nc2c1)CCCC3,1.4,2.4
Cc1ccc(NC(=O)CCNS(=O)(=O)c2ccc3[nH]c(=O)oc3c2)cc1,7.1,0.1
c1ccc(CNc2ccc(CNc3ncn[nH]3)cc2)cc1,22.5,1.2
S=c1[nH]nc(-c2cc(-c3ccccc3)n[nH]2)n1/N=C/c1c2ccccc2cc2ccccc12,116.6*,1.1
CCOC(=O)c1ccc(N2C(=O)CC(Sc3ncccn3)C2=O)cc1 (stereo not drawn),6.7,-0.4
CSc1nc(C)c(CCOC(=O)c2cccc(C)c2)c(=O)[nH]1,12.8,-0.9
COc1ccc(Nc2oc(COc3ccc(OC)cc3)nc2C#N)cc1,39.1,0.3
Cc1ccc(NC(=O)c2ccc(Cn3cc(Br)cn3)o2)cc1,24.6,-0.8
